Screens from PubChem.
Bcl-B TR3 displacers – displacers of TR3 peptide from Bcl-B, primary screen, selectivity assay for Bfl-1 inhibitor project, biochemical, fluorescence polarization; FP displacement of FITC-TR3 peptide from Bcl-B; higher % means a stronger effect; displacement, % at 20 µM; hits with a dose series show IC50 in µM; 96,000 tested, 0.11% active;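 active means displacement above 50% at 20 µM plus a fluorescence interference ratio under 1.5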;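 further: plate controls were wells without compound for no effect and wells lacking Bcl-B protein for full effect; a part of the inactive calls stands beside numbers as strong as those of hits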
MRP resist rev – reverses drug resistance mediated by MRP | differential viability (reversal), % at 10 µM | H69AR cells + 2 uM doxorubicin, CellTiter-Glo, 72 h | AID 602 | 85,000 tested, 0.04% active;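 active means viability drop by adding the cancer drug above about 55%, with treated viability meeting a 40% cutoff, limit read from the data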;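 further: viability without doxorubicin minus viability with 2 µM doxorubicin for each compound; larger differential means the compound sensitizes cells more to doxorubicin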
NFkB transloc inh – blocks IL-1B driven NFkB nuclear translocation in HUVEC cells. HUVEC IL-1B NFkB p65 nuclear translocation imaging. inhibition, % at 2 µM. 94,000 tested, 0.43% active. AID 796;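 active means inhibition above about 30% together with a positive call from visual inspection of the well image, limit read from the data; inconclusive means inhibition above a set limit but visual check negative; inactive means inhibition not above a set limit, visual check negative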;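 further: nuclear over cytoplasmic p65 intensity ratio measured by imaging; 0% = IL-1B stimulated DMSO wells and 100% = unstimulated DMSO wells; values of inactives mirror those of a sister screen read the other way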
NFkB transloc pot – enhances IL-1B driven NFkB nuclear translocation; HUVEC IL-1B NFkB p65 nuclear translocation imaging; activation, % at 2 µM; 94,000 tested, 0.3% active;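 active means activation above 40%, about the mean plus 3 SD, also judged a hit on visual image review; inconclusive means activation above 40% but not a hit on visual review; inactive means activation not above 40% and no visual hit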;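 further: percent activation is computed from the nuclear over cytoplasmic p65 intensity ratio; values of inactives mirror those of a sister screen read the other way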
PLAP inhibition – PLAP enzyme inhibitors, biochemical, luminescence, HTS (AID 690); purified PLAP, luminescent substrate; higher % means a stronger effect; one-dose inhibition, % at 20 µM; IC50 in µM for titrated hits; 96,000 tested, 0.08% active; in the data active means a potency from the dose series; inactive means the rest, 99 in 100 with inhibition below about 30%; further: strong numbers were not always called active
MRP resist rev cytotoxicity – second read-out of MRP resist rev, no call of its own (marks repeat the call); viability, %; H69AR cells, CellTiter-Glo, 72 h; measured here: cytotoxicity without doxorubicin
MRP resist rev with doxorubicin – second read-out of MRP resist rev, no call of its own (marks repeat the call); viability, %; measured here: viability with 2 uM doxorubicin; active compounds read low
NFkB transloc inh cell count 2 µM – second read-out of NFkB transloc inh, no call of its own (marks repeat the call); cell count; measured here: cells passing quality filter;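 raw number of nuclei counted in each imaged well without normalization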
NFkB transloc pot cell count 2 µM – also measured in NFkB transloc pot; calls as there; cell count; measured here: cells passing quality filter
Starred values were filed as active, the others as inactive; ? = inconclusive; / = no result given. An excerpt; count on the stated rates, not on these rows.

structure,Bcl-B TR3 displacers,MRP resist rev,MRP resist rev cytotoxicity,MRP resist rev with doxorubicin,NFkB transloc inh,NFkB transloc inh cell count 2 µM,NFkB transloc pot,NFkB transloc pot cell count 2 µM,PLAP inhibition
CN(C)Cc1cnc2ccc(Cl)cn12,-4.6%,/,/,/,97.3*,26*,-97.3,26,2.1%
COc1cc(C)ccc1OCCOCCOc1c(C)cc(C)cc1Br,10.9%,/,/,/,3.4,179,-3.4,179,/
COc1cc(OC)cc(-c2nc(-c3ccccc3)no2)c1,-5.0%,-2.3,85.1,87.4,-22.2,127,22.2,127,5.9%
CCc1cc2c(=O)c(-c3nc4ccccc4n3C)c(COCC(=O)O)oc2cc1O,3.4%,/,/,/,-24.2,183,24.2,183,-6.7%
Cc1[nH]nc(-c2ccc(O)cc2O)c1-c1ccc(Cl)cc1,-1.9%,3.2,91.5,88.3,13.0,187,-13.0,187,-57.2%
CC(NC(=O)OC1CCCCC1)N1C(=O)C2C3C=CC(C3)C2C1=O (stereo unspecified),-1.0%,3.6,100.1,96.5,2.5,122,-2.5,122,-16.3%
CCOC(=O)C1CCCN(C(=O)COC(=O)C2=COCCO2)C1 (stereo unspecified),-14.7%,-11.1,97.9,108.9,-17.4,70,17.4,70,-17.4%
O=C(Cc1ccc(Cl)cc1)Nc1nc2ccccc2[nH]1,4.9%,/,/,/,-7.2,152,7.2,152,14.1%
COc1ccc(OCCN2C(=O)NC(C)(c3ccc(C)cc3)C2=O)cc1 (stereo unspecified),/,4.8,84.8,80.0,-23.3,97,23.3,97,/
O=C(O)CSc1nnnn1-c1ccccc1,2.7%,10.1,100.9,90.8,-24.8,49,24.8,49,17.7%
O=C(Oc1ccc(Br)cc1C(=S)N1CCCCC1)c1cc([N+](=O)[O-])cc([N+](=O)[O-])c1,2.2%,10.2,81.2,71.0,-11.8,82,11.8,82,-7.0%
CC(NC(=O)C(NC(=O)C1CCCN1C(=O)OC(C)(C)C)C(C)C)C(N)=O (stereo unspecified),/,7.0,112.7,105.7,-0.4,81,0.4,81,/
CSc1ccc(C2C(C#N)=C(N)Oc3cc4c(cc32)OCO4)cc1 (stereo unspecified),-6.9%,-26.2,18.3,44.5,6.8,161,-6.8,161,5.8%
O=C(Nc1ccccc1)Nc1ccccn1,-9.1%,0.0,96.7,96.7,-7.1,143,7.0,143,8.0%
COC(=O)C1=NN(C(=O)c2ccccc2)C(C)(O)C1 (stereo unspecified),1.3%,-2.8,97.0,99.8,-28.6,72,28.6,72,-44.7%

Some of these compounds in order of heavy-atom count, smallest number first:
structure,Bcl-B TR3 displacers,MRP resist rev,MRP resist rev cytotoxicity,MRP resist rev with doxorubicin,NFkB transloc inh,NFkB transloc inh cell count 2 µM,NFkB transloc pot,NFkB transloc pot cell count 2 µM,PLAP inhibition
Cc1[nH]nc(-c2ccc(O)cc2O)c1-c1ccc(Cl)cc1,-1.9%,3.2,91.5,88.3,13.0,187,-13.0,187,-57.2%
CCOC(=O)C1CCCN(C(=O)COC(=O)C2=COCCO2)C1 (stereo unspecified),-14.7%,-11.1,97.9,108.9,-17.4,70,17.4,70,-17.4%
CC(NC(=O)OC1CCCCC1)N1C(=O)C2C3C=CC(C3)C2C1=O (stereo unspecified),-1.0%,3.6,100.1,96.5,2.5,122,-2.5,122,-16.3%
CC(NC(=O)C(NC(=O)C1CCCN1C(=O)OC(C)(C)C)C(C)C)C(N)=O (stereo unspecified),/,7.0,112.7,105.7,-0.4,81,0.4,81,/
CCc1cc2c(=O)c(-c3nc4ccccc4n3C)c(COCC(=O)O)oc2cc1O,3.4%,/,/,/,-24.2,183,24.2,183,-6.7%

(listing goes on)
structure,Bcl-B TR3 displacers,MRP resist rev,MRP resist rev cytotoxicity,MRP resist rev with doxorubicin,NFkB transloc inh,NFkB transloc inh cell count 2 µM,NFkB transloc pot,NFkB transloc pot cell count 2 µM,PLAP inhibition
N=c1c2c(-c3ccccc3)c(-c3ccccc3)n(Cc3ccccc3)c2ncn1CCCO,-10.6%,-0.2,0.8,1.0,-17.0,166,17.0,166,-63.7%
Cn1c(=O)c2c(nc(NCc3ccc4c(c3)OCO4)n2C)n(C)c1=O,-5.7%,9.4,88.9,79.5,-0.8,146,0.8,146,11.8%
COC(=O)c1ccccc1NC(=O)C1CC(=O)N(c2ccccc2)C1 (stereo unspecified),-10.5%,-5.8,96.8,102.6,-21.5,163,21.5,163,17.7%
CCCCNC(=O)c1nc2ncc(Br)cn2n1,-1.8%,-11.4,82.2,93.6,-9.1,153,9.1,153,-7.2%
CC(C)(C)NC(=O)c1ccc(Sc2ccccc2)c([N+](=O)[O-])c1,1.2%,/,/,/,-13.7,139,13.7,139,16.7%
NC(=O)NC(=O)CSc1nnc(-c2ccco2)n1Cc1ccccc1,-1.0%,12.3,96.5,84.2,-7.3,188,7.3,188,-3.2%
C/C(=N\NC(=O)CSc1nc2nc(C)cc(C)n2n1)c1ccccc1,-2.3%,/,/,/,-43.9,207,?,/,-18.4%
Cc1cc(C(=O)NC2CCCc3ccccc32)c(C)o1 (stereo unspecified),-7.6%,/,/,/,-15.0,214,15.0,214,-3.4%
COC1=Cc2c(ccc3ccc(=O)oc23)OC1(C)C,-11.8%,3.9,79.7,75.9,/,/,/,/,-14.2%
O=C(C1CCC(CNS(=O)(=O)c2cccc3cccnc23)CC1)N1CCCC1 (stereo unspecified),-3.1%,-7.8,66.4,74.2,-24.1,84,24.1,84,-23.9%
C=CCS/C(=N\n1cnc2ccccc2c1=O)N1CCCCC1,2.1%,/,/,/,11.7,87,-11.7,87,13.7%
Nc1c(Cl)cc(Cl)cc1C(=O)OCC(=O)NC1CC1,0.8%,6.5,98.8,92.3,4.0,213,-4.0,213,2.6%
CCOc1ccc(N=C2SC(C(=O)O)CC(=O)N2C)cc1 (stereo unspecified),9.2%,1.0,87.9,86.9,4.0,194,-4.0,194,3.4%
Cc1cccc(-n2c(SCC(=O)NC3CCCC3)nnc2-c2ccoc2C)c1,/,-0.3,92.1,92.4,-29.1,124,29.1,124,/
CCc1ccc(OC(=O)c2ccn(CC)n2)cc1,1.9%,-3.6,94.8,98.4,5.9,206,-5.9,206,1.8%
COc1ccc(N2CCN(C(=O)CSc3nc4cc(OC)c(OC)cc4cc3C#N)CC2)cc1,-13.0%,-0.4,40.2,40.6,/,/,/,/,-73.4%
O=C(Nc1ccccn1)C1CCN(S(=O)(=O)c2cccs2)CC1,1.7%,-5.3,85.0,90.3,/,/,/,/,24.9%
CC(=O)c1coc2ccc(OCCN3CCCCC3)cc12,-4.8%,20.0,91.4,71.4,-43.0,125,43.0*,125*,-11.3%
Cc1c(NC(=O)CCC(=O)N2CCOCC2)c(=O)n(-c2ccccc2)n1C,/,-1.2,92.9,94.2,5.8,93,-5.8,93,/
COc1ccc(OC)c(S(=O)(=O)Nc2ccc(O)c3ccccc23)c1,1.2%,0.0,1.9,2.0,-9.8,129,9.8,129,-12.3%
CCC(Sc1nc(=O)cc(N)n1CCc1ccccc1)C(=O)Nc1ccccc1C#N (stereo unspecified),-1.2%,-2.6,93.8,96.4,-12.6,182,12.6,182,-5.0%
CC(=O)c1ccc(NC(=O)C2CCCN2S(=O)(=O)c2cccc3cccnc23)cc1 (stereo unspecified),7.2%,5.5,95.3,89.7,-3.3,180,3.2,180,-2.0%
O=C(Nc1cccc2ncccc12)c1cccc(F)c1,-5.2%,/,/,/,-11.9,151,6.7,133,-3.3%
CC(C)Sc1nc(N2CCOCC2)c2c3c(sc2n1)COC(C)(C)C3,-8.9%,/,/,/,2.0,142,-2.0,142,-34.7%
Cn1c(SCc2ccccc2)nnc1-c1cccs1,9.5%,-9.4,91.0,100.4,2.6,187,-2.6,187,15.9%
COc1ccccc1N1CCN(CCC(=O)Nc2ccc3c(c2)OCO3)CC1,-14.4%,9.3,77.5,68.1,-23.0,164,23.0,164,-47.1%
CC(C)CC(OC(=O)c1cccs1)C(=O)NCc1ccco1 (stereo unspecified),-7.0%,-1.6,94.8,96.5,1.4,121,-1.4,121,-33.3%
NNC(=O)C=C1CCN(c2ncc(C(F)(F)F)cc2Cl)CC1,-4.2%,/,/,/,0.6,119,-0.6,119,-4.8%
Nn1c(-c2cccc(Br)c2)n[nH]c1=S,-2.4%,7.6,100.4,92.8,-4.4,181,4.4,181,7.7%
Cc1cc(C)cc(OCC(=O)Nc2ccc(F)cc2)c1,7.3%,-1.1,87.1,88.2,3.6,10,-3.6,10,7.8%
CCCCOC(=O)c1ccc(NC(=S)NC(=O)c2c(Cl)cnn2CC)cc1,5.4%,/,/,/,-4.9,84,4.9,84,2.7%
CCOC(=O)c1nnn(-c2nc(OC)nc(N(C)C)n2)c1-c1ccccc1,-8.0%,3.5,77.7,74.1,-0.3,90,0.3,90,9.7%
Cn1c2ccccc2c2ncn(CCC3=CCCCC3)c(=O)c21,-3.0%,7.5,74.2,66.7,-6.4,155,6.4,155,6.7%
CCOc1ccc(NC(=O)CSc2nnc(C3CC3)n2N)cc1,-10.3%,3.6,94.8,91.2,-5.2,136,5.2,136,19.4%
Cc1cc(C)c2oc(-c3ccc(C)c(NC(=S)NC(=O)c4cccs4)c3)nc2c1,-0.1%,/,/,/,4.0,150,-4.0,150,0.2%
COc1ccc(-c2nnc(N(C)C(=O)c3cccnc3)s2)cc1,-12.7%,10.4,92.4,82.0,-26.6,163,26.6,163,-25.6%
CCCCN1C2=NCCCN2c2ccccc21,1.0%,7.4,100.1,92.7,0.7,173,-0.7,173,17.4%
CCOC(=O)CCc1c(C)c2c(C)nn(-c3ccccc3)c2[nH]c1=O,/,/,/,/,32.3*,87*,-32.3,87,/
CCCOc1ccc(C2C(C(=O)OC)=CN(CCOC)C=C2C(=O)OC)cc1,1.6%,1.6,87.0,85.3,-13.7,134,13.7,134,-113.1%
COc1cc(NC(=O)c2cc(-n3cnnc3)ccc2Cl)cc(OC)c1,-10.6%,14.1,94.2,80.1,-26.6,146,26.6,146,7.1%
O=C(CS(=O)CC(=O)N(CC(=O)NC1CCCC1)C1CCCCC1)Nc1ccc(F)cc1 (stereo unspecified),5.3%,/,/,/,-6.3,130,6.3,130,-54.4%
CCOc1ccc(-c2nc(CSCC(=O)N3CCN(c4cccc(OC)c4)CC3)c(C)o2)cc1,-104.4%,9.9,96.5,86.6,/,/,/,/,-76.6%
COc1ccccc1N1CCN(C(=O)c2ccc3c(=O)n(Cc4ccco4)c(=S)[nH]c3c2)CC1,-11.4%,22.6,72.9,50.2,13.2,148,-13.2,148,-1.7%
S=c1[nH]nc(-c2ccc3ccccc3n2)o1,18.6%,2.7,91.7,89.0,9.6,147,-9.6,147,7.3%
COc1ccc(-c2cn3ccc4ccccc4c3n2)cc1,/,-7.2,67.8,75.0,-40.4,135,40.4*,135*,/
CN1C(=O)c2cccc(N(C)C)c2C1=O,22.5%,7.7,87.2,79.5,5.2,94,-5.2,94,13.1%
COc1cc(S(=O)(=O)Nc2c(C)cc(C)cc2C)ccc1Cl,-1.2%,-10.3,77.9,88.2,-12.1,181,12.1,181,-8.9%
CC1(C)Cc2c(sc(NC(=O)c3ccco3)c2C(=O)O)CO1,1.8%,-26.7,90.0,116.7,4.7,132,-4.7,132,-8.9%
O=C(O)C1CC=CCC1C(=O)NC12CC3CC(CC(C3)C1)C2 (stereo unspecified),-0.5%,-7.2,91.7,98.9,-11.5,142,11.5,142,3.0%
Cn1c(OCc2cccnc2)nc2c1c(=O)n(Cc1ccc(Br)cc1)c(=O)n2C,-1.5%,13.9,85.8,71.8,/,/,/,/,-56.2%
